# Compound activity deposited in PubChem BioAssay by The Scripps Research Institute Molecular Screening Center.
# OX1R antag-1 – OX1R (HCRTR1) antagonists, primary screen, fluorescence, CHO/OX1R cells, Fluo-8 calcium, orexin A. inhibition, % at 5 µM. 330,000 compounds, 0.43% hits. Fluo-8 calcium fluorescence. Orexin/Hypocretin receptor type 1 (Homo sapiens), O43613. AID 434989, 2010;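 active = inhibition above its plate's threshold, mean inhibition of all tested compounds on the plate plus 3 SD, cut at about 37% in these data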;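 also: 0% = orexin A challenge wells and 100% = SB-334867-A antagonist wells; not every result past the cut was called active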
# Target sequence (O43613 whole entry, looked up): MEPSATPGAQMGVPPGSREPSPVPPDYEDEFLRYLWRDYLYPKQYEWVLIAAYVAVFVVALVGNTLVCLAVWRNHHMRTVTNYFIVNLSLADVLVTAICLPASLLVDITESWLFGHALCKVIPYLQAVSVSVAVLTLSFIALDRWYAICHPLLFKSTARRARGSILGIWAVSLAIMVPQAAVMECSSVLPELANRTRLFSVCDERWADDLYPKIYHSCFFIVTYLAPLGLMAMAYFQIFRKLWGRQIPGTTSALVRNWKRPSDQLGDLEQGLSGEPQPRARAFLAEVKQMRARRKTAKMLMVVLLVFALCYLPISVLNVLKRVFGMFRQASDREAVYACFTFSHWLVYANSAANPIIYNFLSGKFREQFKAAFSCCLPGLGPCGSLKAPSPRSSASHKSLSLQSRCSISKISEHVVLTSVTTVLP
# OX1R antag-2 – antagonists of human orexin 1 receptor (OX1R); inhibition, % at 6.6 µM; 330,000 compounds, 1.8% hits; AID 485270, 2010; Orexin/Hypocretin receptor type 1 (Homo sapiens), O43613; OX1R-expressing cells, FRET antagonist read-out; in the data active = inhibition mostly above about 38%, no sharp cut-off; inactive = mostly below about 40%;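 also: 0% = agonist challenge alone and 100% = reference antagonist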
# Active calls of the source: *.
SMILES,OX1R antag-1,OX1R antag-2
O=C(O/N=C1/CCSc2ccccc21)c1ccccc1,-24,20
CC(C)NC(=O)C1(S(=O)(=O)c2ccccc2)CC=CC1,2,13
O=C(Nc1cccnc1Cl)C1CCCN(c2ncnc3c2nc2n3CCCCC2)C1 (stereo unspecified),-26,7
Cc1nn(-c2ccccc2)c(C)c1/C=N/NC(=O)c1ccc(F)cc1,-22,16
CC(Sc1nnc2c(n1)C1(C)CCC2C1(C)C)C(=O)Nc1ccccc1 (stereo unspecified),-19,18
O=C(NCC1CC1)c1cccc2c1C(=O)c1ccc(-c3ccc(OC(F)(F)F)cc3)cc1S2(=O)=O,-26,11
COCCNC(=O)NC(=O)COC(=O)c1cc([N+](=O)[O-])ccc1Sc1nc(C)cs1,-8,35
Cc1nn2c(C)c(C(=O)Nc3ccccc3)cnc2c1-c1ccccc1,-35,5
Cc1occc1-c1n[nH]c(=S)n1C,12,13
Cc1nc(N)[nH]c(=O)c1CCC(=O)OCC(C)C,3,8
Cc1nc(-c2ccccc2)sc1C(=O)O,-8,24
COC(=O)c1ccc(-c2ccco2)n1Cc1cc(C)ccc1C,-13,8
CC1=C(C#N)C(c2ccc(O)cc2)C2=C(CCCC2=O)N1 (stereo unspecified),-2,14
N#C/C(=C\c1ccc(C#N)cc1)C(=O)N1CCCC1,-11,14
Cc1ccc(CC(=O)NCC(c2ccco2)N(C)C)cc1C (stereo unspecified),-9,11
CC(C)c1ccccc1NC(=O)COC(=O)/C=C/c1cccc([N+](=O)[O-])c1,-21,13
Cc1[nH]c2ccccc2c1C(=O)CNc1nccs1,-8,21
O=C(N/N=C/c1c[nH]c2ccc(Br)cc12)c1ccn(Cc2ccc(Cl)cc2)n1,-17,14
CN(C)CCNC(=S)Nc1ccccc1Cl,-7,4
O=C(C1=C[C@H](c2ccc3c(c2)OCO3)C[C@H](OCCCCO)O1)N1CCN(Cc2ccccc2)CC1,-18,8
Cc1ccc(CNC(C)c2ccccc2)cc1 (stereo unspecified),3,8
CCn1c(SCC(=O)Nc2cccc(O)c2)nc2c1c(=O)n(C)c(=O)n2C,-12,6
O=C1C2C3C=CC(C4CC34)C2C(=O)N1/N=C/c1ccc([N+](=O)[O-])s1 (stereo unspecified),-29,39
OCCN=C1CCCc2c1[nH]c1ccc(Br)cc21,-23,7
O=C(N/N=C/c1cccnc1)c1cccc(NC(=O)c2ccc(Cl)cc2)c1,-6,17
COc1ccccc1-c1nnc2sc(COc3ccc(Cl)cc3)nn12,-27,15
COc1ccc(Cl)cc1C(=O)Nn1c(C)nc2ccccc2c1=O,-10,2
COC(=O)CCCC(=O)N1CCOCCN(C(=O)CCCC(=O)OC)CCOCC1,-8,21
Cc1cc(=O)n2nc(N3CCCC(C(=O)NCCc4ccc(Cl)cc4)C3)sc2n1 (stereo unspecified),-42,-3
CC(=O)c1ccc(OCC(O)CN2CCN(CC(O)COc3ccc(C(C)=O)cc3)CC2)cc1 (stereo unspecified),-28,19
CCCCC(=O)Nc1ccc(C(=O)NNC(=O)c2ccccc2Br)cc1,-6,0
Cc1ccc(C(=O)OCC(=O)Nc2ccc3[nH]c(=O)[nH]c3c2)o1,-27,7
COc1ccc(NC(=O)CN(C)S(=O)(=O)c2ccc(Cl)cc2)cn1,-1,5
Cc1cc(C)cc(NC(=O)NCC(O)COc2ccc([N+](=O)[O-])cc2)c1 (stereo unspecified),-3,10
CCn1c(=O)c2cc(C(=O)Nc3cccc(C(C)=O)c3)sc2c2ccccc21,-9,-1
O=C1CC[C@@H](OCc2ccccc2)CCN1CC[C@H](Sc1ccccc1)c1ccccc1,-23,45
O=C(CSc1nc2ccccc2n1Cc1ccc(Cl)cc1)N/N=C/c1ccccc1C(=O)O,-20,7
Cc1ccc(OCc2cc(C(=O)NCc3cnn(-c4cccc(F)c4)c3)no2)cn1,-26,7
Cc1nn(CC(=O)Nc2ccc3c(c2)OCO3)c(C)c1[N+](=O)[O-],-15,-8
Cc1ccccc1OCC(=O)Nc1ccc(N2CCN(C(=O)C(C)C)CC2)c(Cl)c1,47*,22
CCn1cc(C(=O)OCC(=O)c2cc(C)n(-c3ccccc3)c2C)c(=O)c2ccc(C)nc21,-17,17
Cc1cc(=O)[nH]c2c3ccccc3nn12,-21,10
COC(=O)c1ccccc1S(=O)(=O)N(CCCN1CCOCC1)Cc1cccs1,-24,23
COC(=O)c1cccc(OCC(O)Cn2cnc3cc(C)c(C)cc32)c1 (stereo unspecified),-25,20
O=C(c1cc(C(=O)NCCc2ccccc2)c(=O)n(CCc2ccccc2)c1)c1cc(Cl)ccc1O,7,11
COCCOC(=O)c1c(C)oc2ccc(NS(=O)(=O)c3ccc(F)cc3)cc12,8,15
Cc1cccc(Nc2nc(NCc3ccco3)nc(N)c2[N+](=O)[O-])c1,-44,17
CN(C)CCc1c[nH]c2ccc(C[C@H]3COC(=O)N3)cc12,-3,9
COc1ccc(C(CCN2CCCC(C)C2)c2c(OC)cc(OC)c3c(C)cc(=O)oc23)cc1 (stereo unspecified),-18,17
COc1cc(C(=S)N2CCOCC2)ccc1OC(=O)Cc1ccc(F)cc1,-11,10
COc1ccc(/C=C/c2nnc(NC(=O)C(C)(C)C)s2)cc1,-27,5
O=C(Nc1ccccc1F)c1ccn[nH]1,-14,-4
CSc1ccc(S(=O)(=O)N(CC(=O)NCc2ccccn2)c2ccc(C)cc2)cc1,-45,17
CCCc1nnc(NC(=O)CSc2nnc(-c3ccco3)n2C)s1,-23,3
O=C(CNS(=O)(=O)c1cccc(C(F)(F)F)c1)Nc1ccccc1F,-24,7
Nc1c(C(=O)CSc2nc(-c3ccccc3)cs2)c(=O)[nH]c(=O)n1C1CC1,0,6
CCc1c(C(C)=O)oc2ccc3c(C)cc(=O)oc3c12,-18,24
CCC(=O)Nc1ccc2c(c1)nc1n2CCN(C2CCCCC2)C1,-10,24
Cn1cnc([N+](=O)[O-])c1Sc1ncn[nH]1,-5,16
Cc1cccc(COc2ccc(/C=N/NC(=O)c3nnn(-c4nonc4N)c3C)cc2)c1,-18,7

# (list continues)
SMILES,OX1R antag-1,OX1R antag-2
CCOc1ccc(S(=O)(=O)NCCC(=O)N2CCN(c3ncccn3)CC2)cc1,-15,7
CCOC(=O)CCCNC(=O)COC(=O)[C@@H]1CCCN1S(=O)(=O)c1ccc(Cl)cc1,-4,17
Cc1ccc(S(=O)(=O)NCC2(c3ccccc3)CCOCC2)cc1,-16,19
Fc1ccc(NCc2cccnc2)cc1F,-12,4
COc1ccccc1/C=C/CN1CCCCC1,-12,6
COc1ccc(/C=C/C(=O)NCc2ccc(F)cc2)cc1S(=O)(=O)N1CCOCC1,-17,13
COC(=O)c1ccc(-c2cc(CC3(C(=O)OC)CCN(C(=O)OC(C)(C)C)CC3)on2)cc1,-42,44
Cc1[nH]c2ccccc2c1C(=O)C(=O)N1CCN(c2ccccc2F)CC1,-13,11
CCOC(=O)C1CCCCN1Cc1cccc(OC)c1OC (stereo unspecified),-18,12
Cc1cc(NC(=O)c2ccccc2)n(-c2ccccc2)n1,-23,10
COc1ccc(S(=O)(=O)N2CCC(C(=O)N[C@H](C(=O)NCc3ccncc3)C(C)C)CC2)cc1,-2,3
O=C(CCCc1c[nH]c2ccccc12)N1CCN(c2ccc(N3CCOCC3)nn2)CC1,-10,18
COc1ccc(C(=O)NCCn2cc(SCC(=O)NCC3CCCO3)c3ccccc32)cc1 (stereo unspecified),-30,8
O=C(CN1C(=O)NC2(CCCCC2)C1=O)Nc1ccc2[nH]c(=O)[nH]c2c1,-19,4
CN(C(=O)CSC1=Nc2ccccc2C2=NC(c3ccccc3)C(=O)N12)C1CCCCC1 (stereo unspecified),-26,9
O=C(CN1C(=O)NC2(CCCC2)C1=O)OCCOc1ccc(F)cc1,0,13
COC(=O)c1cc2occc2n1Cc1nc(-c2cccc(Cl)c2)oc1C,-17,13
CN1C(=O)CC(N2CCN(C(=O)c3ccccc3)CC2)C1=O (stereo unspecified),0,33
Cc1ccc(Nc2n[nH]c(C)c2[N+](=O)[O-])cc1,6,17
COc1ccc(CN(C(=O)Cn2nnc(-c3ccc(C)o3)n2)C(C(=O)NCC2CCCO2)c2ccco2)cc1 (stereo unspecified),-26,8
COCCCN(C(=O)c1ccc(N2CCCC2=O)cc1)c1c(N)n(Cc2ccccc2)c(=O)[nH]c1=O,-23,15
O=C1CC(NS(=O)(=O)c2ccc(F)cc2)CN1c1ccc2c(c1)OCCO2 (stereo unspecified),-18,2
COc1ccccc1/C=N/NC(=O)c1cc2c(ccc3ccccc32)o1,-1,65*
COc1ccc(S(=O)(=O)N2CCCCCC2)cc1NC(=O)CC1OC(=O)c2ccccc21 (stereo unspecified),-27,14

# The final 4 records of the part above lead into the next.
SMILES,OX1R antag-1,OX1R antag-2
COCCCN(C(=O)c1ccc(N2CCCC2=O)cc1)c1c(N)n(Cc2ccccc2)c(=O)[nH]c1=O,-23,15
O=C1CC(NS(=O)(=O)c2ccc(F)cc2)CN1c1ccc2c(c1)OCCO2 (stereo unspecified),-18,2
COc1ccccc1/C=N/NC(=O)c1cc2c(ccc3ccccc32)o1,-1,65*
COc1ccc(S(=O)(=O)N2CCCCCC2)cc1NC(=O)CC1OC(=O)c2ccccc21 (stereo unspecified),-27,14
O=C(Nc1ccccc1C(=O)N/N=C/c1ccc(O)cc1)c1ccccc1,-28,15
COC(=O)c1ccc(N2CCN(S(=O)(=O)c3ccc(C)cc3)CC2)c([N+](=O)[O-])c1,8,15
CCOc1ccccc1N(CC(=O)NCCc1ccc(OC)c(OC)c1)S(=O)(=O)c1ccccc1,6,76*
Cc1ccc(NC(=O)Cn2nc(-c3ccccc3Cl)ccc2=O)c(Br)c1,-24,30
Cc1ccc(NC(=O)CSc2nccn2Cc2ccccc2)cc1C,-25,3
COc1ccc(C(=O)NCCS(=O)(=O)NCc2ccc3c(c2)OCO3)cc1,-6,-2
Cc1cccc(C(=O)N2CCN(S(=O)(=O)N3CCCCC3)CC2)c1,-22,14
O=C(CCN1CCCO1)NC1CCCc2c1cnn2-c1ccccc1F (stereo unspecified),-22,6
Cc1cc(=O)n2nc(N3CCCC(C(=O)NCc4ccco4)C3)sc2n1 (stereo unspecified),-1,12
CC(=O)c1[nH]c(C)c(C(C)=O)c1C,-12,7
Clc1nc(-c2ccccc2)ncc1Oc1ccccc1,-2,7
C/C(=N\NC(=O)C(C)Sc1ccccc1)C(C)(C)C (stereo unspecified),-15,21
c1ccc(C(Cc2nc(-c3ccncc3)no2)c2ccccc2)cc1,6,18
Cc1noc(C)c1NC(=O)Nc1cccc2c1O[C@H](CN(C)S(=O)(=O)c1cn(C)cn1)[C@@H](C)CN([C@H](C)CO)C2=O,-20,2
O=C(NCC1CCCO1)c1cn(-c2ccccc2)nc1-c1ccccc1 (stereo unspecified),-27,18
O=C(O)c1ccc(-c2noc(-c3cccc(F)c3)n2)cc1,-1,16
COC(=O)c1ccc(S(=O)(=O)N2CCN(C(c3ccccc3)c3ccccc3)CC2)n1C,-48,14
CCN(C(=O)COC(=O)c1cc(S(=O)(=O)N2CCOCC2)c(Cl)cc1Cl)C1CCS(=O)(=O)C1 (stereo unspecified),-14,6
CCCNC(=O)NC(=O)COc1c(F)c(F)cc(F)c1F,-26,21
COc1ccc(C(=O)N/N=C/c2ccc(N3CCOCC3)s2)cc1OC,-11,9
Cc1cc(NC(=O)CN(C)S(=O)(=O)c2ccc(-c3ccc(=O)[nH]n3)s2)ccc1Br,-11,6
Brc1ccc2nc(N3CCN(c4ccccc4)CC3)sc2c1,2,3
Cc1c(Cl)c([N+](=O)[O-])nn1CCCC(=O)Nc1cccc(Cl)c1,-12,62
COc1cccc(/C=N/Nc2cc(N3CCOCC3)ncn2)c1O,-22,18
O=C(CN1CCN(C(=O)c2ccco2)CC1)Nc1cc(C(F)(F)F)ccc1Cl,-14,10
O=C(c1cc(COc2cccc(C(F)(F)F)c2)on1)N1C[C@H]2CC[C@H]1C2,-29,17
CCOC(=O)COc1ccc2c(=O)c(-c3ccccc3)coc2c1,-11,11

# By substructure: those above with an NH in an aromatic ring
SMILES,OX1R antag-1,OX1R antag-2
Cc1occc1-c1n[nH]c(=S)n1C,12,13
Cc1nc(N)[nH]c(=O)c1CCC(=O)OCC(C)C,3,8
Cc1[nH]c2ccccc2c1C(=O)CNc1nccs1,-8,21
O=C(N/N=C/c1c[nH]c2ccc(Br)cc12)c1ccn(Cc2ccc(Cl)cc2)n1,-17,14
OCCN=C1CCCc2c1[nH]c1ccc(Br)cc21,-23,7
Cc1ccc(C(=O)OCC(=O)Nc2ccc3[nH]c(=O)[nH]c3c2)o1,-27,7
Cc1cc(=O)[nH]c2c3ccccc3nn12,-21,10
CN(C)CCc1c[nH]c2ccc(C[C@H]3COC(=O)N3)cc12,-3,9
O=C(Nc1ccccc1F)c1ccn[nH]1,-14,-4
Nc1c(C(=O)CSc2nc(-c3ccccc3)cs2)c(=O)[nH]c(=O)n1C1CC1,0,6
Cn1cnc([N+](=O)[O-])c1Sc1ncn[nH]1,-5,16
Cc1[nH]c2ccccc2c1C(=O)C(=O)N1CCN(c2ccccc2F)CC1,-13,11
O=C(CCCc1c[nH]c2ccccc12)N1CCN(c2ccc(N3CCOCC3)nn2)CC1,-10,18
O=C(CN1C(=O)NC2(CCCCC2)C1=O)Nc1ccc2[nH]c(=O)[nH]c2c1,-19,4
Cc1ccc(Nc2n[nH]c(C)c2[N+](=O)[O-])cc1,6,17
COCCCN(C(=O)c1ccc(N2CCCC2=O)cc1)c1c(N)n(Cc2ccccc2)c(=O)[nH]c1=O,-23,15
CC(=O)c1[nH]c(C)c(C(C)=O)c1C,-12,7
Cc1cc(NC(=O)CN(C)S(=O)(=O)c2ccc(-c3ccc(=O)[nH]n3)s2)ccc1Br,-11,6
